Source: PubChem (several laboratories)
Vif imaging = HIV Vif inhibition; HEK293T cells, Vif self-association by quenched fluorescence, imaging, 24 h; inhibition, % at 7.49 µM; 340,000 compounds, 0.35% hits; AID 602346; in the data active = inhibition above about 50%, passing the limit was not always enough; note: some results filed as inactive read as strong as hits
PDI turbidity = blocks human protein disulfide isomerase activity; P07237; 350,000 compounds, 0.052% hits; inhibition, % at 10 µM; PDI insulin aggregation turbidity, A650, 90 min;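 active = mean inhibition across replicates of 30% or more, whatever share of single replicates reach that level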;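 note: absorbance from insulin aggregation driven by PDI reduction with DTT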
m5-HT2A agonist = activates the mouse 5-HT2A serotonin receptor; activation, % at 7.6 µM; CHO-K1 mHTR2A beta-arrestin complementation, luminescence; percent of 30 µM serotonin response; 360,000 compounds, 0.66% hits; AID 624169;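 active = activation above a run cutoff, the mean activation of all tested compounds plus 3 SD, cut at about 14% in these data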;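 note: 0% = plate median of compound wells and 100% = 30 µM serotonin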
Target sequence (P35363 whole entry, looked up): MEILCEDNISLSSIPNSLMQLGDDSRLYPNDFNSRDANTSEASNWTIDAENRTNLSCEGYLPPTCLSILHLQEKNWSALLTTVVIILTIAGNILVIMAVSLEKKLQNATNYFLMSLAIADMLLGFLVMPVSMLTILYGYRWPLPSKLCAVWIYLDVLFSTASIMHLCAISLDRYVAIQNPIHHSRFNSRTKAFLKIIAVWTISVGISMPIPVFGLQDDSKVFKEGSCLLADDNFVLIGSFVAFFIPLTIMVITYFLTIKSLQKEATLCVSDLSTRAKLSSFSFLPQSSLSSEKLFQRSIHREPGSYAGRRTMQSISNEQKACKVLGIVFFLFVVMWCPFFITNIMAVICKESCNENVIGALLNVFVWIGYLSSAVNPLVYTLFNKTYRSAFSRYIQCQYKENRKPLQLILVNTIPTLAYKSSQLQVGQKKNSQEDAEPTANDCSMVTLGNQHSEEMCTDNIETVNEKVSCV
CaV13 ICDI inh = Primary screen for inhibitors of IQ motif and Ca2+-dependent inactivation inhibitor domain binding in CACNA1D, Förster resonance energy transfer in living cells, …; HEK cells, CFP/YFP FRET ICDI-IQ, plate reader, 10 min; percent FRET-ratio fall versus neutral wells; inhibition, % at 12.3 µM; 340,000 compounds, 0.098% hits;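 active = mean replicate inhibition of at least 30% and at least 1% of replicates passing that level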;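 note: 0% = median of the neutral control wells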
aDG glyco act = alpha-DG glycosylation activation. Pro5-aDG cells, alpha-DG glycosylation AlphaScreen (IIH6); 0% Pro5, 100% B10-LARGE cell signal. activation, % at 10 µM. 360,000 compounds, 0.22% hits. AID 624168;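 active = activation of at least 8% versus controls, or a plate z-score of at least 8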;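 note: Pro5 are CHO cells carrying HIG-tagged alpha-DG that lacks glycosylation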
Cardio protect = protects H9c2 cardiomyocytes from peroxide injury; protection from H2O2 cell death, % at 20 µM; H2O2 injury protection, ATPLite, 2 h; AID 588492; 360,000 compounds, 0.63% hits;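 active = compounds giving at least 50% protection of heart cells from peroxide-induced death in the single-dose screen, raw or plate-pattern-corrected value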;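 note: 0% = DMSO wells with peroxide and 100% = DMSO wells without peroxide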
Glyco luc inh = N-linked glycosylation inhibition; 360,000 compounds, 0.23% hits; D54 ERlucT glycosylation luciferase reporter, 24 h; percent of 100 nM tunicamycin response; reporter increase, % at 12.5 µM; AID 588692;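 active = mean luciferase reporter signal, scaled so untreated is 0 and the glycosylation-blocking control 100, at or above a set limit in every replicate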;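 note: luciferase carries N-glycosylation sites so blocking glycosylation raises the light; 0% = median of neutral control wells and 100% = median of 100 nM tunicamycin wells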
MC4R antag cAMP = antagonists of human melanocortin 4 receptor (MC4R). MC4R-expressing cells, MTII-stimulated cAMP, LANCE TR-FRET. inhibition, % at 6.5 µM. 360,000 compounds, 0.48% hits;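 active = inhibition above its plate's cutoff, the mean of tested wells on that plate plus 3 SD, cut at about 29% in these data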;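 note: 0% = Melanotan II alone and 100% = Melanotan II plus saturating MCL0020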
Target sequence (P32245 whole entry, looked up): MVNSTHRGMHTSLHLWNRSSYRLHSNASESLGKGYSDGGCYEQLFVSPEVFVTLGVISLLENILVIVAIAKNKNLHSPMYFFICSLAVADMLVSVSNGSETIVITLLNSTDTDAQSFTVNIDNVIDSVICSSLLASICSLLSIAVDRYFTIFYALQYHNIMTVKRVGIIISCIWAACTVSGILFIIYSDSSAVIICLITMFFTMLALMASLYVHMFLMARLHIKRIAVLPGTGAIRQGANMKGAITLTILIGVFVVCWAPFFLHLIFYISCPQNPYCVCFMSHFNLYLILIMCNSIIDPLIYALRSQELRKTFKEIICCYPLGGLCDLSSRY
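material = U2OS cells stably expressing human melanocortin 4 receptor (MC4R) | also added = Melanotan II challenge | dosing = single nominal compound dose of 6.5 µM | detection = TR-FRET with Eu-cAMP and labeled anti-cAMP, 671 nm | replication = singlicate | timing = compound 30 min, challenge 1 h, detection 1 h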
MC4R ag barr = human MC4R agonism via beta-arrestin. P32245. U2OS MC4R beta-arrestin complementation, luminescence; percent of melanotan II response, DMSO zero. activation, % at 8.9 µM. 360,000 compounds, 0.98% hits. AID 540308;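 active = activation above a per-plate cutoff, the mean activation of sample wells on that plate plus 3 SD, cut at about 8% in these data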
ABCB6 inh MLPCN = human ABCB6 transporter inhibition | Q9NP58 | K562-ABCB6 porphyrin accumulation, flow cytometry, 1 h; stronger effect = lower value | fluorescence ratio to DMSO, % at 10 µM | 360,000 compounds, 0.19% hits | AID 602162;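 active = fluorescence ratio to DMSO below 75%, the collection mean minus 3 SD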;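 note: signal is porphyrin accumulated inside mitochondria; 100% equals median channel fluorescence of DMSO control wells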
* marks the source's active call; other numbers are inactive results; x = no result given.

SMILES	Vif imaging	PDI turbidity	m5-HT2A agonist	CaV13 ICDI inh	aDG glyco act	Cardio protect	Glyco luc inh	MC4R antag cAMP	MC4R ag barr	ABCB6 inh MLPCN
Cn1ccnc1SCC(=O)c1c[nH]c2ccccc12	5	0	1	-5	0.2	10	-3	-6	-2.8	99
O=C(NCc1ccc(F)cc1)C(=O)NCC1OCCCN1S(=O)(=O)c1cccs1 (stereo not drawn)	-6	2	-3	x	0.1	0	-2	3	0.8	96
CC(=O)Oc1ccc(OC(C)=O)c(SCCCCCCl)c1	-3	-1	-3	0	0.0	-20	6	0	-0.7	97
CC(C)OC(=O)NCCOC(=O)Nc1ccccc1Cl	6	-4	0	-5	1.1	-1	1	6	-3.9	99
Cc1cc(C)nc(OC(=O)c2c(Cl)cc(Cl)cc2Cl)n1	-4	-1	-3	-4	-0.2	-1	-6	-2	-1.8	103
COc1ccc(Br)cc1CNC(=O)Nc1cccs1	-7	7	-6	-5	0.5	0	-4	18	-1.5	100
Cc1ccc(NC(=O)CN(C)C(=O)c2sc3cc(Cl)ccc3c2Cl)cc1	-1	-5	8	-5	0.0	-9	1	1	10*	101
O=C(Nc1ccc(NC(=O)C2CCCCC2)cn1)c1ccco1	4	-7	1	-2	0.0	-38	-15	-2	0.5	101
Cc1cc(Cl)ccc1NC(=O)COC(=O)c1cc([N+](=O)[O-])ccc1N1CCOCC1	x	-1	-8	-6	0.3	4	-2	-1	-4.5	95
CCOC(=O)CN(C(=O)CSc1nnc(CNc2ccc(C)cc2C)o1)c1ccccc1	4	5	-1	-6	-0.1	1	-2	-3	-1.5	100
Oc1ccc2[nH]cnc2c1CN1CCCCC1	0	0	9	x	0.4	13	1	4	0.1	119
COc1cc(C(=O)NCC(=O)OCn2nnc3ccccc3c2=O)cc(OC)c1OC	3	0	5	7	-0.2	0	3	4	-2.8	93
c1ccc(COn2c(-c3ccccc3)nc3c2CCc2nonc2-3)cc1	-2	-10	1	0	0.3	2	-1	8	-1.4	86
COc1ccc(C2SCC(=O)N2c2c(C)n(C)n(-c3ccccc3)c2=O)c(OC)c1 (stereo not drawn)	x	-1	3	x	0.1	18	x	-4	-0.5	104
CC(C)(C)C(=O)NC(=S)Nc1cc(C(F)(F)F)ccc1N1CCOCC1	0	2	-3	x	0.0	3	-6	9	-0.5	105
O=C(CSc1ncn[nH]1)N1N=C2/C(=C/c3ccccc3)CCCC2C1c1ccccc1 (stereo not drawn)	0	15	3	-4	0.0	-2	-8	17	3.0	100
O=C(COC(=O)c1cc(=O)[nH]c2ccccc12)Nc1ccc(F)cc1	10	-5	-5	-7	0.0	3	0	-22	-3.0	103
COC(=O)c1scc(C)c1NC(=O)C(Cl)c1ccccc1 (stereo not drawn)	10	-10	-2	-4	0.0	2	-2	1	-1.4	101
CCOC(=O)c1cc(=O)cc(C(=O)OCC)o1	x	0	4	-2	-0.3	9	1	1	-1.1	78
Cc1nc2sc(C(c3cccs3)N3CCN(Cc4ccccc4)CC3)c(O)n2n1 (stereo not drawn)	-2	x	-4	-3	-0.3	2	-2	-2	0.4	102

Exported with two lines to a compound: part of the list above
Each structure is followed by: Vif imaging, PDI turbidity, m5-HT2A agonist, CaV13 ICDI inh, aDG glyco act, Cardio protect, Glyco luc inh, MC4R antag cAMP, MC4R ag barr, ABCB6 inh MLPCN
Cc1cc(C)nc(OC(=O)c2c(Cl)cc(Cl)cc2Cl)n1
 : -4, -1, -3, -4, -0.2, -1, -6, -2, -1.8, 103
COc1ccc(Br)cc1CNC(=O)Nc1cccs1
 : -7, 7, -6, -5, 0.5, 0, -4, 18, -1.5, 100

The list goes on.
SMILES	Vif imaging	PDI turbidity	m5-HT2A agonist	CaV13 ICDI inh	aDG glyco act	Cardio protect	Glyco luc inh	MC4R antag cAMP	MC4R ag barr	ABCB6 inh MLPCN
O=C1C(Cl)=C(NCC2CCCO2)C(=O)N1Cc1ccccc1 (stereo not drawn)	-1	-4	3	-5	0.3	-2	3	4	1.1	96
Cc1c(/C=N\NC(=O)c2ccc([N+](=O)[O-])cc2)cnn1C	-5	-4	1	-3	-0.4	6	0	11	-1.3	100
CCOc1ccccc1C(=O)N/N=C/c1coc2ccc(Cl)cc2c1=O	-8	-2	1	-5	-0.2	7	7	-26	-3.3	96
OC(CN1C2=NCCN2c2ccccc21)c1ccccc1 (stereo not drawn)	3	-1	-8	-9	0.6	10	2	12	2.4	100
C/C(=N\Nc1nc2ccccc2[nH]1)c1cc2ccccc2o1	x	7	-8	-13	0.5	-31	-4	-3	4.6	86
COc1cc2c(c(NC(C)=O)c1)N(C(C)=O)CCC2	1	8	2	-5	0.0	-1	2	4	-0.5	103
CCOc1cccc(CN2CCC(n3nccc3NC(=O)c3ccc4c(c3)OCO4)CC2)c1	-5	-7	-4	-2	-0.2	-1	0	11	1.6	99
CC(=O)Nc1ccc2c(c1)nc1n2CCN(C(C)c2ccccc2)C1 (stereo not drawn)	30	1	-1	1	-0.1	9	0	8	-1.2	93
O=C(c1n[nH]c(=O)c2ccccc12)N1CCN(C2c3ccccc3-c3ccccc32)CC1	-20	-2	7	-7	-0.2	12	-6	2	-0.5	96
N=c1c(C(=O)NC2CCCCC2)cc2c(=O)n3ccccc3nc2n1Cc1ccc(F)cc1	1	5	-4	11	1.3	0	-3	7	-0.1	99
O=S1(=O)CC(N2CCCC2)CN1CCc1ccccc1 (stereo not drawn)	x	x	5	-7	0.3	3	0	x	x	98
O=C(Nc1ccc(N2CCOCC2)cc1)c1ccc(-c2ccccc2[N+](=O)[O-])o1	-13	1	0	-3	-0.2	-8	2	19	2.7	104
COc1ccc(NC(C)C(=O)N/N=C/c2ccc([N+](=O)[O-])s2)cc1 (stereo not drawn)	-3	0	1	-5	9.7*	-4	2	-5	-0.8	99
CC(C)(C)C(=O)Nc1sc2c(c1C#N)CCC2	-3	6	2	3	0.1	-4	0	-1	-0.5	95
CCc1nnc(NS(=O)(=O)c2ccc(Nc3ccc4nonc4c3[N+](=O)[O-])cc2)s1	17	-6	-6	2	-0.1	2	0	-3	-2.1	93
Cc1cn(C2C=CC(CO)O2)c(=O)[nH]c1=O (stereo not drawn)	7	7	3	x	-0.2	-7	0	13	1.1	96
O=C(C[n+]1ccccc1)N/N=C/c1ccc(F)cc1	10	9	2	-7	0.1	0	-2	11	-2.3	102
Cc1c(C(=O)NC(C)CCc2ccccc2)cccc1[N+](=O)[O-] (stereo not drawn)	1	-2	-1	x	-0.1	0	-1	15	0.2	110
Cc1ccc(CCNC(=O)C2CCCN(S(=O)(=O)c3cccs3)C2)cc1 (stereo not drawn)	-3	0	-5	-9	0.1	-3	-3	4	-1.7	99
CCCn1c(Nc2ccccc2)nc2ccccc21	11	-3	-1	-4	0.2	-1	-2	5	-0.2	93
Cc1ccc(Cn2c(C(C)Nc3nc(-c4ccc(F)cc4)cs3)nc3cc(C(=O)NCCCO)ccc32)cc1 (stereo not drawn)	-4	0	-1	-5	1.2	40	11	18	4.6	93
COc1ccc(Cl)cc1NCC(=O)Nc1ccc(OC)c(S(=O)(=O)N2CCCCC2)c1	0	2	-6	-3	0.3	-6	-2	4	-4.1	96
C[C@]12CCC(=O)C=C1[C@H](O)C[C@@H]1[C@@H]2[C@@H](O)C[C@@]2(C)[C@H]1CC[C@]2(O)C(=O)CO	5	0	1	-5	2.5	10	-1	4	1.7	99
C=CCN1C(=O)C(CC(=O)Nc2ccccc2)SC1=Nc1c(C)n(C)n(-c2ccccc2)c1=O (stereo not drawn)	7	-3	1	-4	0.2	5	-2	0	0.1	101
COc1cc(C(=O)NCCOc2cccc3cccnc23)cc(OC)c1OC	6	2	1	-35	0.1	-1	-1	4	-1.6	99
COc1ccc(-c2[nH]c(-c3ccc(C)cc3)nc2SCC(=O)Nc2nccs2)cc1	0	-7	-7	-15	0.1	0	0	4	-3.4	95
CSc1cccc(NCc2ccc([N+](=O)[O-])cc2)c1	-4	0	-4	-2	-0.1	-11	1	10	-0.9	101
CC(C)C(c1nnnn1Cc1ccc(F)cc1)N1CCN(c2ccc(O)cc2)CC1 (stereo not drawn)	-5	5	-4	-8	0.1	-2	-2	25	-1.2	100
Cn1nc(C(C)(C)C)cc1C(=O)Sc1cccc(Br)c1	6	-2	-2	-17	-0.1	-6	3	-1	-0.6	99
COc1cc(CSc2nnnn2-c2ccc(C)cc2)cc(OC)c1OC	-14	-11	5	-5	2.9	-17	-2	3	-0.1	95
CC(NC(=O)C(c1ccccc1)c1ccccc1)c1ccccc1 (stereo not drawn)	-4	11	1	-6	0.2	-1	-2	2	6.5	96
COc1cc(S(=O)(=O)N2CCOCC2)ccc1NC(=O)COc1ccc(N(C)S(=O)(=O)c2ccc(C)cc2)cc1	-1	2	-10	-7	-0.9	-6	-2	4	-2.0	90
COc1ccccc1CNC(=O)C1CC(c2ccc([N+](=O)[O-])cc2)=NO1 (stereo not drawn)	-2	5	1	-4	0.2	-3	3	-7	-0.6	100
CN(C)S(=O)(=O)c1ccc(Cl)c(NC(=O)CN2CCC(Cc3ccccc3)CC2)c1	-4	1	0	-6	1.8	-20	-4	4	-1.2	96
COc1ccc(NC(=O)N(C)C[C@H]2Oc3ccc(NC(=O)NC(C)C)cc3C(=O)N([C@H](C)CO)C[C@@H]2C)cc1	-7	-1	-3	-7	0.6	2	2	5	0.7	96
Cc1ccc(S(=O)(=O)N2CCN(C(=O)COC(=O)c3c(C)cc(C)cc3C)CC2)c(C)c1	-1	-6	5	-7	0.1	-5	-4	10	-3.6	94
CC(C)C(O)C1CCN(Cc2nc(-c3cccs3)no2)CC1 (stereo not drawn)	-10	0	-1	-6	0.1	4	0	25	-0.6	106
O=C(C1=C(O)C(=O)N(CCN2CCOCC2)C1c1ccco1)c1cc2ccccc2o1 (stereo not drawn)	6	-3	-6	-13	0.1	-5	1	16	-1.6	92
CCOc1ncccc1C(=O)NCCc1c[nH]c2ccccc12	1	9	-1	-4	0.2	2	1	-4	-0.6	98
COc1cccc(CNc2nc3cc(-c4ccc(C(=O)N5CCN(C)CC5)cc4)sc3c(=O)n2C)c1	x	-8	-4	-8	0.2	-28	1	0	2.1	92
O=C(Cc1ccc(O)cc1)NCCNC(=S)NCc1ccccc1	-6	13	-7	1	0.0	7	1	6	0.1	103
Cc1cnccc1CN(C)C(=O)C1CCC(=O)N(Cc2ccccc2F)C1 (stereo not drawn)	-4	-3	-2	-7	-0.2	-4	1	3	-2.0	98
COc1ccc(-c2nc3cc(C)ccn3c2NCc2ccc3c(c2)OCO3)cc1	25	7	0	-4	0.7	-7	0	6	0.7	100
COc1cc(C(C(=O)NC(C)(C)C)N(C(=O)CNC(=O)c2cccs2)c2ccccc2)cc(OC)c1OC (stereo not drawn)	-1	-5	-1	-9	0.1	-2	0	7	-0.1	105
O=S(=O)(Nc1ccc(-n2cnnn2)cc1)c1ccc(F)c(F)c1F	0	2	3	-6	-0.1	4	1	7	-0.3	93

No enrichment for hits. Share with any hit: about 3.6%.
